High-throughput results as filed in PubChem BioAssay.
TROY signal inh – inhibitors of TROY-driven NF-kB signaling, primary screen, Q293 LMP1-TROYcd cells, NF-kB luciferase, uHTS. Q293 LMP1-TROYcd NF-kB luciferase reporter, 4 h. inhibition, % at 10 µM. actives 0.98% (n = 360,000). AID 1347056, 2019;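 active = compounds whose plate-normalised and pattern-corrected inhibition of the luciferase reporter signal at the single screening dose is 50% or more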
SRC3 inh – SRC3 coactivator transcriptional activity inhibitors, primary screen, cell-based, luminescence; Nuclear receptor coactivator 3 (Homo sapiens), Q9Y6Q9; HEK293 GAL4-SRC3 luciferase reporter; inhibition, % at 3.6 µM; actives 0.17% (n = 360,000);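 active = inhibition above a per-campaign cutoff, the mean of all compounds plus 3 SD, cut at about 60% in these data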;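 also: 0% = DMSO-treated cells and 100% = gossypol-treated cells at 36 µM; higher means less SRC3-driven luciferase light from the GAL4 reporter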
TWEAK-Fn14 inh – inhibitors of TWEAK-Fn14 signaling, primary screen, luciferase reporter cells, uHTS | TWEAK-stimulated Fn14 reporter cells, luciferase luminescence, 8 h | inhibition, % at 10 µM | actives 2% (n = 360,000); in the data active = inhibition above about 50%
KKLEB tox – cytotoxicity in KKLEB CF airway cells, primary screen, cytotoxicity control for CF NF-kB inhibitor project, cell-based, uHTS, fluorescence assay plates; actives 0.36% (n = 360,000); KKLEB CF airway cells viability, ATPlite luminescence, overnight; hits give low values; cells stimulated with P. aeruginosa culture filtrate; activity change (cytotoxicity), % at 5 µM;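 active = corrected activity change at or below -50% at 5 µM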
EBV LMP1 NFkB – EBV LMP1-driven NF-kappaB luciferase reporter inhibitors, primary screen, cell-based, luminescence, single point; LMP1-induced NF-kappaB luciferase reporter cells; inhibition, % at 12.5 µM; actives 0.69% (n = 350,000); in the data active = inhibition above about 41%;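 also: 0% = neutral control wells and 100% = reference inhibitor control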
NR2F2 inh – NR2F2 transcriptional activity inhibitors, primary screen, cell-based, luciferase reporter, HEK293T, luminescence. COUP transcription factor 2 (Homo sapiens), P24468. HEK293T NGFI-A luciferase reporter. inhibition, % at 8.6 µM. actives 0.7% (n = 370,000);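 active = inhibition above a per-plate cutoff, mean inhibition of test wells between control levels plus 3 SD, cut at about 38% in these data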;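 also: cells cotransfected with COUP-TFII expression vector driving the NGFI-A reporter; 0% = median of COUP-TF2 test wells and 100% = reporter-only cells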
C8 TRAIL sens – viability loss with TRAIL in NB7+C8 cells, primary screen, TRAIL sensitizer project, cell-based, ATPlite luminescence; inhibition (viability loss, TRAIL sensitization), % at 10 µM; actives 1% (n = 360,000);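 active = compounds causing at least 50% loss of cell viability in the single-dose screen, relative to plate controls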
NCOA1 inh – SRC1 coactivator transcriptional activity inhibitors, primary screen, cell-based, luminescence; Nuclear receptor coactivator 1 (Homo sapiens), Q15788; HEK293 GAL4-SRC1 luciferase reporter; inhibition, % at 3.6 µM; actives 0.12% (n = 360,000); AID 588354, 2011;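 active = inhibition above the campaign mean plus 3 SD, with each screening campaign given its own cutoff, cut at about 60% in these data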;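 also: 0% = DMSO treated cells and 100% = gossypol at 36 µM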
LRH-1 inv ag – LRH-1 (NR5A2) inverse agonists, primary screen, cell-based, luminescence, HEK293T, StAR-luciferase reporter; LRH-1 transfected, 24 h; inhibition, % at 3.6 µM; actives 0.13% (n = 360,000); AID 602396, 2012;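 active = inhibition above the mean inhibition of all tested compounds plus 3 SD, cut at about 73% in these data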;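 also: 0% = DMSO wells and 100% = reporter-only cells lacking LRH-1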
CF NFkB block – inhibitors of PAF-induced NF-kB signaling, primary screen, cell-based, GFP fluorescence, uHTS; inhibition, % at 5 µM; AID 588850, 2011; actives 0.86% (n = 360,000); KKLEB NF-kB-GFP reporter, GFP fluorescence overnight;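 active = at least 50% inhibition at 5 µM, scaled per plate between neutral and stimulator controls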;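 also: PAF is a Pseudomonas aeruginosa culture filtrate used as stimulus; plate controls were PAF-stimulated DMSO wells for no effect and unstimulated DMSO wells for full effect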
Shn3 3UTR inh – reduction of Shn3 3'UTR firefly luciferase signal, primary screen, Schnurri-3 inhibitor project, cell-based, Clone20 osteoblasts, set 2 | actives 0.52% (n = 360,000) | inhibition, % at 12.5 µM | Clone20 osteoblast Shn3 3'UTR firefly luciferase, 24 h;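 active = mean inhibition of at least 75% with every replicate also reaching 75%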;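 also: 0% = median of neutral control wells and 100% = pilot-screen positive control compound; some compounds past the cut are filed as inactive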
Active calls of the source: *; / = no result given. The list is partial (hit frequency here may not be typical).

SMILES | TROY signal inh | SRC3 inh | TWEAK-Fn14 inh | KKLEB tox | EBV LMP1 NFkB | NR2F2 inh | C8 TRAIL sens | NCOA1 inh | LRH-1 inv ag | CF NFkB block | Shn3 3UTR inh
Cc1snc(S(=O)(=O)Cc2ccccc2Cl)c1C#N | -6 | 5 | 1 | 14 | 3 | 4 | -13 | 1 | -24 | -11 | -9
COCOc1cccc(CN2CCC2(C)C(=O)Nc2ccc3c(c2)OCO3)c1 (stereo not drawn) | 0 | -19 | 7 | 5 | / | 5 | -19 | -3 | -8 | -19 | -1
Cc1cc(NC(=O)C2CCN(S(=O)(=O)c3c(C)noc3C)CC2)ccc1Br | 26 | 4 | -7 | 2 | 4 | -18 | -3 | 8 | 6 | -13 | 19
COc1ccc(/C=N\Nc2ccc([N+](=O)[O-])cc2[N+](=O)[O-])c(C(=O)O)c1OC | 11 | 15 | -1 | 2 | -2 | -13 | -2 | 9 | 5 | -29 | -1
CC(C)(C)OC(=O)C[C@H]1C/C=C\C[C@@H](CC(=O)N[C@@H](CO)Cc2ccccc2)C(=O)N2CCC[C@@H]2COC1=O | -1 | 6 | -25 | 11 | -4 | -4 | 2 | -11 | 10 | -4 | -16
CC(C)(C)C1CCC(=NNc2ncc(C(F)(F)F)cc2Cl)CC1 (stereo not drawn) | -12 | -7 | -27 | -9 | -56 | 11 | 6 | -17 | -23 | 12 | 29
CCCN(CC(=O)Nc1ccccc1OC)C(=O)CSc1nc(C)cc(C)n1 | -17 | 13 | 2 | -1 | 0 | -2 | 9 | -9 | 1 | -11 | -4
COc1ccc(C(=O)Cn2c(=N)n(C)c3ccccc32)cc1 | -45 | -85 | -56 | 1 | -38 | -9 | 1 | -110 | -132 | -2 | -92
COc1ccc(Nc2cc(NCCCO)c([N+](=O)[O-])c3nonc23)cc1 | -5 | -26 | -6 | -6 | -2 | -1 | -26 | 3 | 35 | -14 | 19
CCOC(=O)N1CCN(c2ccc([N+](=O)[O-])cc2F)CC1C (stereo not drawn) | 18 | -5 | -3 | 11 | 5 | -1 | 28 | 2 | -12 | -21 | 34

Entries above that have a Cl atom (two):
SMILES | TROY signal inh | SRC3 inh | TWEAK-Fn14 inh | KKLEB tox | EBV LMP1 NFkB | NR2F2 inh | C8 TRAIL sens | NCOA1 inh | LRH-1 inv ag | CF NFkB block | Shn3 3UTR inh
Cc1snc(S(=O)(=O)Cc2ccccc2Cl)c1C#N | -6 | 5 | 1 | 14 | 3 | 4 | -13 | 1 | -24 | -11 | -9
CC(C)(C)C1CCC(=NNc2ncc(C(F)(F)F)cc2Cl)CC1 (stereo not drawn) | -12 | -7 | -27 | -9 | -56 | 11 | 6 | -17 | -23 | 12 | 29

The results go on.
SMILES | TROY signal inh | SRC3 inh | TWEAK-Fn14 inh | KKLEB tox | EBV LMP1 NFkB | NR2F2 inh | C8 TRAIL sens | NCOA1 inh | LRH-1 inv ag | CF NFkB block | Shn3 3UTR inh
O=C1C(c2c(O)[nH]c3ccccc23)=Nc2ccccc21 | -21 | -27 | 0 | -20 | -23 | 4 | 5 | -21 | -17 | -15 | -23
O=C(c1ccccc1)C1CCN(C(=O)C2CCC(=O)N(Cc3cccc(F)c3)C2)CC1 (stereo not drawn) | -9 | 2 | -18 | -4 | -9 | -5 | -7 | 18 | -15 | 1 | 15
Nc1ncnc(Nc2cccc(C(F)(F)F)c2)n1 | -1 | 2 | -13 | 1 | 9 | 3 | 8 | 3 | 11 | 13 | -7
COc1ccc2c(CC(=O)OCC(=O)Nc3cccc(S(N)(=O)=O)c3)coc2c1 | -28 | 5 | 0 | 2 | -4 | -6 | -10 | -20 | 2 | -6 | 3
COc1cccc(/C=C/C(=O)OCC(=O)Nc2ccc3[nH]c(=O)[nH]c3c2)c1OC | -2 | -3 | -10 | 4 | 1 | -6 | 4 | -9 | 7 | 10 | 5
CCCCCC1C/C(=N\O)C=C(C)C1C(=O)OC (stereo not drawn) | 11 | -15 | 9 | 14 | 3 | -6 | -11 | 11 | 3 | -8 | 6
Cc1ccc(N(CC(=O)N2CCCCC2)S(=O)(=O)c2ccc(C)cc2)cc1 | 0 | 7 | 2 | 0 | 2 | 4 | -11 | -10 | 2 | -11 | -19
COc1ccc(/C=N/NC(=O)c2ccco2)cc1Cn1nc(C)c([N+](=O)[O-])c1C | 11 | -33 | 7 | -6 | 1 | -8 | 5 | -17 | -21 | -7 | -14
CC(=O)c1cccc(NC(=S)NC(=O)Cc2ccccc2)c1 | -20 | -5 | -15 | -23 | -4 | 0 | 0 | -2 | 2 | 13 | -12
CCOc1cccc(C(=O)N/N=C/c2coc3ccccc3c2=O)c1 | -22 | -5 | 17 | -13 | -4 | -42 | -15 | -15 | -20 | 24 | 5
COC(=O)C(NS(C)(=O)=O)(c1c(C)[nH]c2ccccc12)C(F)(F)F (stereo not drawn) | -2 | 9 | 13 | 11 | -2 | 1 | -5 | -4 | -17 | 14 | 7
CCc1nc2ccc(C(=O)NCCOc3ccc(OC)cc3)cn2c1N(CCN(C)C)CC1CC1 | 0 | -14 | -8 | -6 | / | 9 | 0 | -6 | -7 | 8 | 9
Cc1nn(CC(=O)NCCCN2CCC(N3CCCCC3)CC2)c(=O)c2cc(-c3ccccc3)nn12 | 4 | -12 | 3 | -8 | -8 | -12 | 13 | 4 | -16 | -7 | 9
Cn1c(=O)n(C)c2cc(NS(=O)(=O)c3cccs3)ccc21 | -21 | -16 | -7 | -24 | 1 | -26 | -2 | -37 | -22 | -27 | -20
CCOc1ccc(C(=O)NCC2(c3ccccc3)CCOCC2)cc1 | 16 | 11 | 8 | 5 | -2 | 14 | -1 | -7 | 18 | -6 | -5
C/C(=N\NS(=O)(=O)c1ccc(Br)cc1)c1ccncc1 | -8 | 5 | -6 | 15 | -1 | 5 | -14 | -16 | -3 | -12 | 9
C[C@H]1CN([C@@H](C)CO)C(=O)CCCn2nncc2CO[C@H]1CN(C)S(=O)(=O)c1ccc(Cl)cc1 | 1 | 4 | 12 | -7 | -1 | -7 | -2 | -3 | 6 | 17 | -1
Cc1c(C(=O)NCc2ccccn2)sc2nc(-c3ccccc3)cn12 | -25 | 29 | -3 | 15 | -1 | -20 | 3 | 22 | 29 | -25 | 1
O=C(CN1CCN(C(=O)C2COc3ccccc3O2)CC1)Nc1ccccc1 (stereo not drawn) | -15 | 14 | -4 | 8 | 6 | -4 | 8 | -9 | -11 | -6 | 2
C=C1c2cc(C)ccc2NC(=O)N1c1ccc(C)cc1 | 3 | -22 | -16 | 6 | -12 | -16 | 1 | -1 | 2 | -2 | -3
CCC(CC)C(=O)Nc1cc(OC)c(OC)cc1C(=O)O | 17 | -31 | 5 | -3 | -13 | 12 | -8 | 2 | 3 | 1 | -10
CCSc1nnc([C@H](C)NC(=O)OC(C)(C)C)o1 | 1 | 0 | 24 | 0 | -4 | 7 | -7 | -10 | 16 | 12 | 8
Cc1ccccc1CN1CCN(C(=O)c2ccco2)CC1 | 14 | -24 | -2 | -14 | -3 | -9 | 5 | -14 | -52 | 11 | -13
COc1ccc(Cl)cc1NC(=S)NCCc1c[nH]c2ccccc12 | 5 | 12 | 29 | 0 | -3 | 3 | 2 | -4 | 6 | -6 | -11
CC(=O)Cc1nsc(NC(=O)c2ccc(Br)o2)n1 | -21 | -9 | -10 | -12 | -6 | -4 | 10 | 3 | -29 | 13 | 10
CN(CC(=O)Nc1cccc(F)c1)C(=O)c1ccc(-n2cncn2)c([N+](=O)[O-])c1 | 13 | -3 | -2 | -13 | 0 | 7 | -9 | -1 | 6 | 27 | -9
COc1ccc(OC)c(S(=O)(=O)NCCCN2CCCC2=O)c1 | 0 | -5 | 2 | 13 | -11 | -8 | -2 | -13 | -8 | -29 | 21
Cc1ccc(S(=O)(=O)Nc2nc3ccccc3s2)cc1 | 9 | 11 | -20 | 12 | -16 | -6 | 9 | -3 | 5 | -24 | -2
COc1cccc2cc(-c3ccnc(N)n3)oc12 | -26 | -26 | -12 | 3 | -7 | -39 | -11 | -31 | -34 | 11 | -37
COc1ccccc1CNS(=O)(=O)c1c(C)nc2scc(C)n2c1=O | -9 | -17 | 4 | 9 | 3 | 17 | 0 | 13 | -4 | -1 | 1
Cc1ccccc1-n1c(=O)n(Cc2ccc(C(=O)O)cc2)c(=O)c2[nH]cnc21 | 13 | 2 | -6 | 2 | 5 | -17 | 6 | 1 | -17 | -10 | 8
CSc1cccc(N2CC(C(=O)NCCN3C(=O)S/C(=C\c4cccnc4)C3=O)CC2=O)c1 (stereo not drawn) | 15 | 7 | 6 | -2 | 2 | 2 | 8 | -20 | -8 | 6 | -2
CSc1ccc(OC2(C)CCN(Cc3ccc(C(C)C)cc3)C2)cc1 (stereo not drawn) | -3 | -34 | -17 | -6 | / | 2 | 3 | -5 | -2 | -28 | -12
Cc1nnc(N2CCCC(C(=O)NCc3cccc(F)c3)C2)c2nn(-c3ccccc3)c(C)c12 (stereo not drawn) | 15 | 17 | 7 | -5 | 7 | 11 | 3 | 16 | 16 | 4 | 47
O=[N+]([O-])c1cc(-c2cnc3ccccc3n2)ccc1Oc1ccc(Cl)cc1 | -26 | -62 | -15 | 14 | -13 | 2 | 13 | -20 | 3 | -11 | -30
CCOC(=O)c1c(C)c(C(=O)NCc2cccs2)c(C)n1C | 7 | 3 | -24 | -4 | -12 | 14 | 5 | 12 | -14 | -10 | 21
CCC(=O)Nc1ccc(C(=O)n2nc(C)cc2C)cc1 | -14 | -1 | 5 | 1 | -4 | -9 | 7 | 3 | -18 | 12 | -7
N#Cc1cn(CCOc2ccccc2F)c2ccccc12 | -34 | -31 | -44 | -6 | -18 | -10 | 11 | -20 | -33 | 5 | -18
O=C(C1=C[C@H](c2coc3ccccc3c2=O)C[C@H](OCCCCO)O1)N1CCOCC1 | 1 | 11 | -2 | 9 | 1 | -5 | -13 | 10 | 14 | 6 | 20
CCOC(=O)Cn1cc(/C=C(\C#N)C(=O)N2CCOCC2)c2ccccc21 | -19 | -6 | 1 | 8 | -5 | -7 | -7 | -44 | -34 | 8 | -3
Clc1cccc(OCCN2CCCC2)c1 | -9 | -8 | -13 | -6 | 0 | -8 | -2 | 1 | 21 | -4 | 12
CC(=O)N[C@@H](C)c1nc2ccccc2n1CCCN1CCN(c2nc(-c3ccc(C)cc3)cs2)CC1 | 34 | -8 | 15 | -20 | -4 | 62* | 23 | -2 | 16 | 12 | 26
